# Screens from PubChem BioAssay.
# Cardiac RTF inh = cardiac RTF calcium desensitization; IANBD-labeled cardiac RTF, Ca2+ fluorescence; inhibition, % at 7.15 µM; P19429+P45379; 340,000 compounds, 0.12% hits;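 active = inhibition above the mean inhibition of all tested compounds plus 3 SD, cut at about 17% in these data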;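 also: assay run at fixed EC70 calcium of 1.6 mM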
# OPRM1-OPRD1 ag = OPRM1-OPRD1 heterodimerization agonism; activation, % at 9.3 µM; P35372+P41143; 340,000 compounds, 0.3% hits; AID 504326; cells, luminescence; in the data active = activation above about 18%;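 also: 0% = vehicle-treated cells and 100% = reference agonist; values of inactives mirror those of a sister screen read the other way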
# CAL-PDZ inh HTS = blocks peptide binding to the human CAL PDZ domain. Q9HD26. purified CAL PDZ, TMR-peptide fluorescence polarization, 1 h. inhibition, % at 24.9 µM. 300,000 compounds, 0.92% hits. AID 602252;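 active = mean inhibition of at least 30% with at least half of replicates also reaching 30%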;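 also: 0% = DMSO neutral control and 100% = excess unlabeled competitor peptide PRC23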
# RTF Ca sens act = increases calcium sensitivity of human cardiac regulated thin filaments. P19429+P45379. IANBD-labeled TnC RTF fluorescence at EC20 calcium; 0% EC20 calcium, 100% full calcium. activation, % at 7.2 µM. 340,000 compounds, 0.24% hits. AID 493008;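 active = activation above the mean over all tested compounds plus 3 SD, cut at about 30% in these data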;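 also: rise in fluorescence read as greater calcium sensitivity of cardiac thin filaments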
# V-ATPase pH = alters yeast V-ATPase proton transport. S. cerevisiae, pHLuorin cytosolic pH fluorescence. response, % at 10 µM. 350,000 compounds, 0.37% hits; in the data active = response mostly above about 7.3%, no sharp cut-off; inactive = mostly below about 5.4%; also: actives read high; inactives centre near 0; some compounds called inactive have numbers as strong as hits; reference of the scale not given here
# LANA DNA inh = inhibitors of KSHV LANA C-terminal domain DNA binding; inhibition, % at 9 µM; MBP-C-LANA/FAM-LBS DNA binding, fluorescence polarization; 340,000 compounds, 0.078% hits;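 active = highest replicate inhibition at or above 60% at 9 µM, even if other replicates fall short; inactive = all replicates below 60% inhibition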;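 also: 0% = neutral control wells and 100% = 4 µM acridine orange control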
# MOR-DOR inv ag = inverse agonist of human OPRM1-OPRD1 heterodimerization; P35372+P41143; cell-based MOR-DOR heterodimer luminescence, inverse agonism; inhibition, % at 9.3 µM; 340,000 compounds, 0.21% hits; AID 504357; in the data active = inhibition above about 22%, passing the limit was not always enough;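 also: 0% = cells with DMSO and 100% = wells without cells with DMSO; values of inactives mirror those of a sister screen read the other way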
# HTR5A inv ctr = HTR5A inverse agonism, opioid heterodimer counter-screen; P47898; HTR5A cell line, luminescence; inhibition, % at 9.3 µM; 340,000 compounds, 0.083% hits; AID 504634; in the data active = inhibition mostly above about 23%, no sharp cut-off; inactive = mostly below about 18%;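 also: 0% = cells with DMSO and 100% = no-cell wells with DMSO; some compounds called inactive have numbers as strong as hits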
# Target sequence (P47898 whole entry, looked up): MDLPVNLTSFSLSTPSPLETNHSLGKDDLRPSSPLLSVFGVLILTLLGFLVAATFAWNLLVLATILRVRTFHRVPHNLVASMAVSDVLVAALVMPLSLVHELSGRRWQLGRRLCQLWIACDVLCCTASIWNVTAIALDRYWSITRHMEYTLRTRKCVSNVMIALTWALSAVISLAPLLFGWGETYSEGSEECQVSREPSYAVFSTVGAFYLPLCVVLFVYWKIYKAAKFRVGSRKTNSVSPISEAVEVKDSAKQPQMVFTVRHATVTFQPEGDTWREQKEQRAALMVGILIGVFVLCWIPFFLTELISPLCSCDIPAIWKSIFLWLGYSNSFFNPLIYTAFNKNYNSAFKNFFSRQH
# Keap1-Nrf2 PPI = Keap1-Nrf2 (human) interaction inhibition; 340,000 compounds, 0.15% hits; Q14145; inhibition, % at 9.4 µM; Keap1 Kelch-Nrf2 peptide fluorescence polarization, 1536-well; in the data active = inhibition above about 12%;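 also: human Keap1 Kelch domain with fluorescein labeled Nrf2 9mer peptide probe; 0% = neutral control wells and 100% = peptide positive control; higher means more block of Keap1 binding to Nrf2 peptide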
# Target sequence (Q14145 whole entry, looked up, the tested form may be a part): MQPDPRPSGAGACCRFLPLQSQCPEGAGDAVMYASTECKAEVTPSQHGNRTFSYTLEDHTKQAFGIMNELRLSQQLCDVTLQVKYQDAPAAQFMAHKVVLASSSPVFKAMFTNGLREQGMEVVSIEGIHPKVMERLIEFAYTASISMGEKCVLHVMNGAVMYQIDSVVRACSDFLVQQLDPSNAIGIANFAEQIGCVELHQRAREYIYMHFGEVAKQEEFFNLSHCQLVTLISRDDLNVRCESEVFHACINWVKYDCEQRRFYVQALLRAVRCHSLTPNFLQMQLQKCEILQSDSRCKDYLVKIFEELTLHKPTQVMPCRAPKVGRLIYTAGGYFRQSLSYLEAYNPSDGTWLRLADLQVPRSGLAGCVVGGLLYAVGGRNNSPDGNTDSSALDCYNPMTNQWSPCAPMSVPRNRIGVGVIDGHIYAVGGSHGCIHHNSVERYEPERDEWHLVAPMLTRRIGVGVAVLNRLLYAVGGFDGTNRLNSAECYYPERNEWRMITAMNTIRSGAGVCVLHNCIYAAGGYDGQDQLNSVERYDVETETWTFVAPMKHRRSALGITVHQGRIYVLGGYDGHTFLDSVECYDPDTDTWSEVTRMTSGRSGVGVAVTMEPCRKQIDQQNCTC
# HTR5A ag ctr = counter-screen for OPRM1-OPRD1 agonists: human HTR5A agonism; P47898; HTR5A agonist assay, luminescence, cell-based; activation, % at 9.3 µM; 340,000 compounds, 0.61% hits; in the data active = activation mostly above about 9.5%, no sharp cut-off; inactive = mostly below about 7.6%;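 also: 0% = cells with vehicle only and 100% = reference agonist; strong numbers were not always called active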
# Active calls of the source: *; i = inactive; x = not tested or not shown. Not a hit list. About 2.8% of those tested had a hit in this group.
SMILES,Cardiac RTF inh,OPRM1-OPRD1 ag,CAL-PDZ inh HTS,RTF Ca sens act,V-ATPase pH,LANA DNA inh,MOR-DOR inv ag,HTR5A inv ctr,Keap1-Nrf2 PPI,HTR5A ag ctr
Cc1ccc(NC(=O)CCc2nnc3ccc(NCc4ccco4)nn23)nc1,-6,-0.1,-3,3,0,1.0,0,-16,-4,6
Cc1ccc(S(=O)(=O)N(C)Cc2ccc(C(=O)N/N=C/c3ccc(OC(F)F)cc3)cc2)cc1,2,2.7,-7,-2,-1,1.0,-14,14,-5,3
FC(F)(F)C1=CC(c2ccc(Cl)cc2)=NCCN1,-3,-1.8,-1,-2,1,1.0,8,12,-8,2
Cc1nc2c(c(N3CCOCC3)n1)OCC(=O)N2,-2,-2.8,0,-1,5,1.2,16,8,-3,-3
CCc1ccc(NC(=O)Cn2nc(C(F)(F)F)c3c2CCC3)cc1,-6,11,7,0,-5,0.7,-67,-31,5,20*
CCN(CC)S(=O)(=O)c1ccc(C(=O)OCC(=O)NCCN2C(=O)CSC2=O)cc1,-9,-0.7,x,4,1,-1.8,4,-1,-5,0
COc1ccc(NC(=O)CN(c2cc(C)cc(C)c2)S(=O)(=O)c2c(C)noc2C)cc1OC,-7,-0.4,-2,1,1,0.8,2,-19,-5,6
CN(CCCC(=O)N1CCCC(C(N)=O)C1)S(=O)(=O)c1ccc(F)cc1 (configuration not stated),-15,0.6,-1,4,2,-0.2,-5,2,-4,-1
CCOc1ccc(CC(=O)N/N=C/c2sccc2C)cc1,0,2.1,-3,2,4,0.6,-7,-17,-5,4
CSc1nnc2ccc(-c3ccccn3)nn12,-10,-1.8,2,-1,8,-1.1,9,-18,4,-3
CN(CC(=O)Nc1ccccc1Br)C(=O)CNC(=O)c1ccc2c(c1)OCO2,-2,-3.7,-1,5,0,1.5,20,-7,3,6
COc1ccc(/C=N/NC(=O)Cc2n[nH]c(=O)[nH]c2=O)cc1,-10,-2.3,-4,3,-1,-0.5,12,-2,5,6
Cc1cc(-c2nn(-c3ccccc3F)cc2CN2CCN(c3ccncc3)CC2)c(C)s1,-10,7.1,-1,14,3,-0.3,-41,-11,-2,4
Nc1ccc2c(c1)C(=O)c1ccc(N)cc1-2,3,-0.3,0,-5,1,-1.0,1,14,-1,-3
Nc1nc(Cl)nc2c1ncn2C1OCC(O)C(O)C1O (configuration not stated),-4,-1.7,0,-8,-7,1.2,8,-4,-5,1
COc1ccc(C(=O)NCCNC(=O)c2ccc(OC)cc2)cc1,-3,-1.7,x,3,0,2.2,8,-11,-4,1
COc1ccc(Nc2nc(N)c([N+](=O)[O-])c(N3CCOCC3)n2)cc1,2,-2.7,-1,0,-2,-0.1,13,10,3,-4
CS(=O)(=O)N1CCN(CCN2C(=O)c3cccc4cccc(c34)C2=O)CC1,-8,-1.9,5,-4,0,1.1,10,-3,-3,1
CC(NC(=O)c1ccccc1)c1ccc(Br)cc1 (configuration not stated),-1,1.6,2,10,3,0.0,-8,-14,-6,5
Cc1ccc(S(=O)(=O)N2CCOCC2)cc1C(=O)OCC(=O)N(Cc1ccccc1)C(C)C,-3,2.9,11,1,-3,-1.2,-12,-6,-2,2
CCOc1cccc(C2C(C#N)=C(N)Oc3cc(C)[nH]c(=O)c32)c1OCC (configuration not stated),-7,0.4,-6,0,3,1.7,-2,-10,-3,0
CCn1c(=O)cc(OCC(=O)N2CCCC2)c2ccccc21,-8,-1.2,3,2,-2,2.6,6,-6,-1,2
CCc1cccc(C)c1NC(=S)NCc1cccn1C,-6,-1.0,-4,5,-2,-1.9,5,-6,0,2
COc1cc(/C=C/C(=O)N(C)CC(=O)Nc2ccccc2Br)cc2c1OCCO2,-1,-4.2,1,-3,-4,15,16,4,-1,-1
COc1cc(C2C(C(=O)Nc3ccc(F)cc3)=C(C)Nc3nc(CCCO)nn32)cc(OC)c1OC (configuration not stated),-6,-1.5,x,5,-2,-0.2,8,18,-5,-6
# Later entries.
SMILES,Cardiac RTF inh,OPRM1-OPRD1 ag,CAL-PDZ inh HTS,RTF Ca sens act,V-ATPase pH,LANA DNA inh,MOR-DOR inv ag,HTR5A inv ctr,Keap1-Nrf2 PPI,HTR5A ag ctr
CC1CCN(C(=O)CSc2nnc3ccc(-c4cccnc4)nn23)CC1,-6,-3.8,3,0,4,-0.8,19,-19,0,-3
CCCOc1ccc(-c2c(C(=O)N/N=C(\C)c3ccco3)nnn2-c2nonc2N)cc1,-4,1.8,1,-2,3,0.6,-9,-4,-2,1
Cc1cccc(C(=O)NNC(=O)Nc2ccccc2)c1,-9,-0.1,-1,1,0,-2.0,0,0,-5,0
COC(=O)c1ccc(N2C(=O)CC(N(C)Cc3ccccc3)C2=O)cc1 (configuration not stated),-4,-0.8,1,6,1,-1.8,4,10,-4,1
COc1cccc(NC(=O)COC(=O)c2ccc(C)c(S(=O)(=O)N3CCCCC3)c2)c1,-5,5.6,1,-4,1,-1.7,-23,-22,-7,9
Cc1ccc2nc(-c3ccc(O)cc3)c(Nc3ccc4c(c3)OCCO4)n2c1,1,2.5,-12,10,3,1.0,-14,-166,-2,22*
Cc1noc(C)c1COc1ccccc1C(=O)NC(C)c1ccc(Cl)cc1 (configuration not stated),-2,-2.3,2,-3,0,-0.2,9,3,0,-1
Cc1ccccc1C(=O)Nc1cc(S(=O)(=O)N2CCOCC2)ccc1N1CCN(C)CC1,-4,-2.6,3,1,-3,1.0,11,16,3,-7
Cc1noc(C)c1COc1ccccc1C(=O)N1CCN(c2cccc(C(F)(F)F)c2)CC1,-4,-1.1,16,-2,0,-0.8,4,1,-4,0
NS(=O)(=O)c1ccc(CCNC(=O)c2ccccc2F)cc1,-2,-2.8,x,0,0,0.0,13,-2,-1,-4
Cc1[nH]c2ccccc2c1CC#N,-5,-3.0,x,3,-4,-0.6,15,-19,3,-2
Cc1cc(=O)[nH]c(N/N=C/c2ccc3c(c2)OCCO3)n1,0,0.0,-24,10,4,-1.9,0,13,-1,-4
O=C(Nc1ccc2c(c1)OCCO2)c1cc(F)c(F)cc1Cl,-9,-1.9,-3,-3,2,1.6,10,12,0,-3
O=C(CCN1C(=O)S/C(=C\c2ccccc2)C1=O)NCCCn1ccnc1,-7,-1.4,-4,-8,-6,0.0,8,-3,0,1
Nc1ccc2c(S(=O)(=O)O)cccc2c1S(=O)(=O)O,-4,7.7,-18,0,16,1.9,-40,-20,-2,5
Cc1ccc2ncnc(NCCC(=O)O)c2c1,-5,-1.8,x,-4,-2,0.9,9,9,-1,-4
CCCCOc1ccc(C(=O)NCC(=O)NC(C)CCc2ccccc2)cc1 (configuration not stated),3,-0.5,-5,-3,2,1.2,3,9,1,-2
Cc1ccccc1S(=O)(=O)Oc1cccc2c(O)cccc12,3,3.9,x,-4,0,1.1,-20,-6,-5,0
C/C(Cl)=C\Cn1c(Nc2cccc(C)c2)nc2c1c(=O)n(C)c(=O)n2C,-1,2.8,-7,1,0,2.7,-16,-18,-1,0
Fc1ccccc1OCCCCSc1ncccn1,-2,-1.3,-5,3,1,-2.0,7,6,0,-2
COc1ccc(CCNC(=O)CN(c2ccccc2)S(C)(=O)=O)cc1,-2,-1.2,-7,2,7,-2.7,7,4,-3,-2
CCN1CNC(=S)N(c2cccc(C)c2)C1,2,-1.2,x,4,4,18,6,-18,-1,0
Cc1sc(NC(=O)CSC2=NCCS2)nc1-c1ccccc1,-3,-0.8,-1,2,-1,1.7,4,4,1,-1
CCNS(=O)(=O)c1ccc(CCC(=O)N2CCN(c3cccc(Cl)c3)CC2)cc1,1,-1.9,0,-1,1,-0.4,9,-3,1,1
CCOC(=O)C1(CCOC)CCN(Cc2ccccc2-c2ccco2)CC1,1,130*,1,-2,-1,-0.3,i,-7,0,3

# Single values from above.
# Cc1noc(C)c1COc1ccccc1C(=O)NC(C)c1ccc(Cl)cc1 (configuration not stated) | RTF Ca sens act: -3
# Nc1ccc2c(S(=O)(=O)O)cccc2c1S(=O)(=O)O | HTR5A ag ctr: 5

# (further entries)
SMILES,Cardiac RTF inh,OPRM1-OPRD1 ag,CAL-PDZ inh HTS,RTF Ca sens act,V-ATPase pH,LANA DNA inh,MOR-DOR inv ag,HTR5A inv ctr,Keap1-Nrf2 PPI,HTR5A ag ctr
CC1CC(C(F)F)n2nc(C(=O)Nc3sc4c(c3C#N)CCC(C(C)(C)C)C4)nc2N1 (configuration not stated),-8,-3.6,-1,3,-2,1.2,21,-19,-2,0
CS(=O)(=O)N1CCC(C(=O)Nc2ccccc2Br)CC1,0,-3.0,2,1,-1,2.8,14,10,0,-3
Cc1c(NC(=O)c2n[nH]c(=O)c3ccccc23)c(=O)n(-c2ccccc2)n1C,-2,-3.4,-1,-4,0,0.1,17,16,0,1
COC(=O)Nc1ccc(S(=O)(=O)N2CCCC(C(=O)NC3CCS(=O)(=O)C3)C2)cc1 (configuration not stated),5,-2.2,0,15,2,-0.1,13,1,1,0
COc1cc(C#N)ccc1OCC(=O)c1ccc2c(c1)OCCO2,-1,-2.2,2,-1,-6,-0.3,11,-5,2,7
COC(=O)CC1COc2ccccc2N1S(=O)(=O)c1ccc(Br)cc1 (configuration not stated),4,1.3,0,-3,-1,2.2,-6,3,1,-1
Cc1nnsc1Sc1ccccc1C(=O)O,-2,-2.9,1,6,-2,-0.8,15,-3,-2,1
O=C(NCCN1C(=O)S/C(=C\c2ccccc2F)C1=O)C1CCCN1C(=O)c1cccs1 (configuration not stated),-14,0.8,4,15,4,-0.8,-4,22,-6,0
O=C1Nc2ccccc2S/C1=C/Nc1cccc(Cl)c1,-6,23*,0,3,2,1.4,-121,3,-14,14*
O=C(COc1ccc(Br)cc1Cl)NC1CCCCC1,8,7.8,0,-3,1,-0.4,-41,-6,-2,5
Cc1onc(-c2ccccc2)c1C(=O)OCC(=O)N1CCN(c2ccccc2)CC1,-6,-2.1,-5,-11,-2,-0.1,11,8,-4,-3
CC1CCN(C(=O)Cn2nnc(-c3ccccc3)n2)CC1,-12,0.3,-1,-6,0,-0.8,-1,2,-6,0
COc1ccc(-c2oc(=O)c3cc(OC)c(OC)cc3c2C#CC2(O)CCCCC2)cc1,2,-1.3,-1,-4,-11,-0.4,7,-13,2,5
CCCCS(=O)(=O)Nc1ccc2c(c1)ncn2C1CCCCC1,-6,-0.4,4,2,-1,-2.6,3,-9,-3,1
COc1cc(NS(=O)(=O)c2ccc(NC(=S)NC(=O)/C=C/c3ccc(OC)c(OC)c3)cc2)ncn1,-4,-0.7,0,-6,9,0.8,4,5,0,-2
N#Cc1nc(-c2ccccc2Cl)oc1N1CCOCC1,-4,-0.6,-3,0,1,-2.1,3,-18,-3,-2
N#CC1=C(N)Oc2n[nH]c(-c3cccnc3)c2C1c1cc(F)ccc1F (configuration not stated),-7,0.0,-2,-2,-1,-1.8,0,-7,-1,-4
CCN(Cc1ccccc1)C(=O)c1cc(COc2c(F)cccc2F)on1,4,1.6,-5,3,5,1.1,-8,-7,-1,3
COC(=O)c1ccc(OS(=O)(=O)N(C)C)cc1,-15,-0.7,-3,-2,-1,0.4,5,9,-8,-3
Cc1nnc(SCc2nnc(-c3cccs3)o2)s1,-2,-3.2,-7,-5,-1,-0.7,15,11,0,-5
COc1ccc(CNC(=O)c2ccccc2C(=O)O)cc1,1,-1.3,-2,11,-2,-0.1,7,-4,-5,1
